# High-throughput results (PubChem BioAssay)
# KCNQ2 inh = KCNQ2 potassium channel inhibitors, primary screen, cell-based, CHO-K1, FluxOR thallium flux, B-score (AID 2156). 20 min; active compounds read low. B-score at 10 µM. hit rate 1.1% among 310,000;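 active = fluorescence ratio B-score at most minus 3 library SDs, with starting brightness B-score within 2 library SDs, cut at about -5.5 in these data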
# Kir21 inh = inhibitors of mouse Kir2.1 inward-rectifier potassium channel. Inward rectifier potassium channel 2 (Mus musculus), P35561. HEK293-Kir2.1, FluxOR thallium flux fluorescence; active compounds read low. B-score at 10 µM. hit rate 0.85% among 310,000. AID 1672, 2009;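 active = fluorescence ratio B-score at or below minus 3 SD of library scores, with starting-brightness B-score within 2 SD, cut at about -4.2 in these data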;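 note: channel flux triggered by added potassium and thallium sulfate stimulus; B-score of peak minus minimum fluorescence over baseline after thallium stimulus; more negative B-score means stronger Kir2.1 block with less thallium influx; some compounds called inactive have numbers as strong as hits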
# Target sequence (P35561 whole entry, looked up): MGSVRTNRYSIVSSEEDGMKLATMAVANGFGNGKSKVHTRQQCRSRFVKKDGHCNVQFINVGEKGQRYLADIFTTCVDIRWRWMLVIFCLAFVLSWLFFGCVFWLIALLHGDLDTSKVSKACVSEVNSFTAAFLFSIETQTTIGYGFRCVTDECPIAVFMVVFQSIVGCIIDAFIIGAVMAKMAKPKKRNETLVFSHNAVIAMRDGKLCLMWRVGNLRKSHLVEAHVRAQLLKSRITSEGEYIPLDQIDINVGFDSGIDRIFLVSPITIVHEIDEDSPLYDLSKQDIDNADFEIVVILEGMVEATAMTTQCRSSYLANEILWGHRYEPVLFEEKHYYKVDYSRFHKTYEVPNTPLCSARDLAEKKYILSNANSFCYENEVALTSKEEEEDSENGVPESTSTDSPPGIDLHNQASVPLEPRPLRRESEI
# * = called active by the depositor; i = inactive.
SMILES,KCNQ2 inh,Kir21 inh
Cc1ccc(C)c(S(=O)(=O)ON2C(=O)c3ccccc3C2=O)c1,i,0.65
COC(=O)C1=NNC2(c3ccc(Cl)cc3)C(=O)N(c3ccccc3)C(=O)C12 (stereo unspecified),i,1.8
Cc1ccccc1NS(=O)(=O)c1ccc(C(=O)N2CCN(c3ccccn3)CC2)cc1,i,0.08
CCOc1ccc(S(=O)(=O)NCc2cccnc2)cc1C(C)C,i,-3
O=C(NCc1ccncc1)C1CCCN(S(=O)(=O)c2cc(Cl)ccc2Cl)C1 (stereo unspecified),i,1.2
C/C(=N/NS(=O)(=O)c1cc(C)ccc1C)c1ccncc1,i,-0.59
CCOc1cccc(/C=N/NC(=O)C2CCCC2)c1O,i,-1.5
O=S(=O)(c1cnc(Cl)c(Br)c1)N1CCN(c2ncccn2)CC1,i,-2.1
COc1ccc(-c2csc3[nH]c(=S)n(-c4ccccc4)c(=O)c23)cc1OC,i,1.5
CCCCCOc1ccc(C(=O)CCC(=O)Nc2ccc(NC(C)=O)cc2)cc1,i,-0.51
CC(C(=O)Nc1ccccc1Cl)c1ccc([N+](=O)[O-])cc1 (stereo unspecified),i,-1.4
CSc1nnc2c(n1)OC(c1cccn1C)N(C(C)=O)c1ccccc1-2 (stereo unspecified),i,0.23
Cc1ccc(/C=C2/C(=O)c3ccc(C(=O)O)cc3C2=O)o1,i,0.82
CCOC(=O)C(C)Oc1cccc2c(=O)n(CC(=O)N3CCc4ccccc43)ccc12 (stereo unspecified),i,0.15
CC(NCc1ccc2c(c1)OCO2)C(=O)NC1CCCc2ccccc21 (stereo unspecified),i,-0.21
CC(=O)c1cccn1S(=O)(=O)c1ccccc1,i,-1.3
COc1ccc(C2N=C(N)N=C(N)N2c2ccccc2)cc1OC (stereo unspecified),i,0.98
CN(C)CCN1C(=O)C(=O)/C(=C(/O)c2ccc(F)cc2)C1c1ccccc1 (stereo unspecified),i,-0.42
COc1ccc(C(=O)Nc2nnc(C3=COCCO3)o2)cc1,i,0.08
CC(=O)c1ccc(NC(=S)NCc2cccnc2)cc1,i,0.01
CNC(=O)Cn1c(C)cc(=O)c2cccc(OC)c21,i,2.5
COc1ccc(OC)c(S(=O)(=O)N2CCC(C(=O)Nc3ccccc3)CC2)c1,i,-0.57
Cc1ccccc1NC(=O)N1CCNC(=O)C1CC(=O)Nc1cc(Cl)ccc1Cl (stereo unspecified),i,0.08
N#C/C(=C/c1cccnc1)c1ccccc1,i,-0.03
CCn1c2ccccc2c2cc(/C(C)=N/O)ccc21,i,-0.76
Cc1csc2nc3ccccc3c(=O)n12,i,-0.32
CC(C)CC(NC(=O)c1ccc(Cl)cc1Cl)C(=O)O (stereo unspecified),i,0.88
O=C(O)CCCC(=O)N1CCN(c2cccc(Cl)c2)CC1,i,1.4
CC(C[N+](C)(C)C)OC(N)=O (stereo unspecified),i,-0.41
Cc1cc(/C=C2/NC(=O)N(Cc3ccccc3F)C2=O)c(C)n1C(C)C,i,-0.2
c1ccc2c3c([nH]c2c1)-c1[nH]ncc1CC3,i,0.98
Cc1cccc(NC(=O)C(C)C(=O)c2ccccc2)c1 (stereo unspecified),i,-0.24
Cc1[nH]n(C)c(=O)c1C(=O)c1c(-c2c(Cl)cccc2Cl)noc1C,i,-1.8
Cc1cc2c(NCc3ccccc3)ncnc2s1,i,-0.18
CN(CC(=O)Nc1ccc(F)cc1)C(=O)c1cc2c(s1)CCCCC2,i,-0.38
COc1ccc(OC)c(NC(=O)c2cc3n(n2)C(C(F)(F)F)CC(c2ccc4c(c2)OCO4)N3)c1 (stereo unspecified),i,0.45
COC(=O)CN(c1cccc(C(C)=O)c1)S(C)(=O)=O,i,-0.23
O=C(NCCS(=O)(=O)N1CCN(c2ccccc2F)CC1)c1ccc(Cl)cc1,i,0.59
COc1ccc(NC(=O)CCSc2nc(C)cs2)cc1,i,0.5
CCc1nnc(NC(=O)CSc2nnc(CNc3cccc(C)c3)n2-c2ccccc2)s1,i,-0.23
O=C(NC(=O)N1CCCCCC1)c1ccc(Cl)cc1,i,0.57
O=C(NC(=S)NNC(=O)c1cnccn1)c1ccc(F)cc1,i,1.3
COC(=O)C1=C(N)OC2=C(C(=O)CC(C)(C)C2)C1c1cc2c(cc1Cl)OCO2 (stereo unspecified),i,1.3
Cc1cc(C)cc(NC(=O)C(NCCN2CCOCC2)c2ccccc2)c1 (stereo unspecified),i,0.69
O=C(NCC(=O)N1CCN(C(=O)c2ccco2)CC1)c1ccc(Cl)cc1,i,-0.77
Cc1cc(C)nc(N/N=C/c2cn[nH]c2-c2ccccc2)n1,i,0.21
O=c1oc2ccccc2cc1-c1cn2cccnc2n1,i,-0.7
Cc1ccc(-n2nc3c(c2NC(=O)c2cccs2)CS(=O)(=O)C3)cc1,i,0.08
Cc1nc(C)c(NC(=O)OC(C)C)cc1NC(=O)OC(C)C,i,1
CC(C)(C)C1CCc2sc(C(=O)NNC(=O)CCl)cc2C1 (stereo unspecified),i,-0.33
COc1ccc(C2CC(C(F)(F)F)n3nc(C(=O)Nc4c(C)n(C)n(-c5ccccc5)c4=O)c(Cl)c3N2)cc1 (stereo unspecified),i,0.88
O=C(Nc1ccccc1Sc1ccccc1)c1ccccc1,i,1.1
CCOC(=O)Cc1n[nH]c(=O)c2ccccc12,i,0.27
Cc1[nH]n(C(N)=S)c(=O)c1N=Nc1cccc([N+](=O)[O-])c1C,i,0.44
Cc1ccc(-c2csc(/C=C3\SC(C)C(=O)N3CC(=O)Nc3ccccc3F)n2)cc1 (stereo unspecified),i,1.7
COc1ccc(C(=O)OC(C)C(=O)Nc2cc(C(F)(F)F)ccc2Cl)c(OC)c1OC (stereo unspecified),i,-0.11
N=C1CCC(=N)c2c1c(O)c1ccccc1c2O,i,-4.9
COc1ccccc1NC(=O)N(Cc1ccco1)Cc1cc2cc(C)cc(C)c2[nH]c1=O,-6*,0.65
Cc1ccsc1C(=O)N1CCC(CO)(Cc2ccccc2)CC1,i,1.3
CCOc1cc(/C=C/c2ccc3cccc([N+](=O)[O-])c3n2)ccc1OCC(=O)N(C)C,i,0.1

# (further entries)
SMILES,KCNQ2 inh,Kir21 inh
Cc1ccc(-c2nn(C)c(=O)c3ccccc23)cc1CNC(=O)Cn1nc(-c2ccccc2)c2ccccc2c1=O,i,1
O=C(N[C@@H](c1ccccc1)[C@@H]1C[C@H]1C(=O)O)OCc1ccccc1,i,1.3
Cc1ccc(C(=O)NNc2cc(N3CCCC3)nc(N3CCCC3)n2)cc1,i,0.68
O=c1cc(-c2ccc(O)cc2)oc2c([C@@H]3O[C@H](CO)[C@@H](O)[C@H](O)[C@H]3O)c(O)c([C@@H]3O[C@H](CO)[C@@H](O)[C@H](O)[C@H]3O)c(O)c12,i,1
CCCCC(=O)Nc1ccc2c(c1)nc(CCNC(=O)c1ccco1)n2C,i,-0.34
CC(O)CNC12CC3CC(CC(C3)C1)C2 (stereo unspecified),i,-0.98
CC1CCC2C(=O)N(c3ccc(S(=O)(=O)c4ccccc4)cc3)C(=O)C2C1 (stereo unspecified),i,-0.34
CC(C)(C)Nc1nc(NN)nc(NC(C)(C)C)n1,i,0.44
COC(=O)c1ccccc1NS(=O)(=O)c1ccc(NC(C)=O)cc1,i,-0.25
O=C(Cc1ccc(-n2c(=O)c3sccc3n(CC(=O)Nc3ccccc3F)c2=O)cc1)NCc1ccco1,i,0.99
CCc1ccccc1NC1Nc2cc(C)nn2S1 (stereo unspecified),i,0.33
Cc1ccc(O)c(/C=N/NC(=O)c2[nH]ncc2Br)c1,i,-0.52
COCCc1ncc(CN2CCCC(C(=O)Nc3cccc(-c4cccc(C)c4)c3)C2)cn1 (stereo unspecified),i,-0.18
CC(C)NC(=S)NNc1ncnc2sc3c(c12)CC(C)(C)OC3,i,-0.97
Cc1cccn2cc(CSc3nnc(Nc4ccc(C(C)C)cc4)s3)nc12,i,-0.06
C/C(=N/NC(=O)CNC(=O)c1cccnc1)c1ccc(Cl)c(Cl)c1,i,1
COC(=O)CN1C(=O)C(O)(CC(=O)c2ccc(C)cc2)c2ccccc21 (stereo unspecified),i,-0.79
CC(=O)c1ccc(N2CCN(c3ccc(C(N)=O)cc3[N+](=O)[O-])CC2)cc1,i,-0.47
CCCCSc1nc(CCC)cc(=O)[nH]1,i,-0.61
C=CCC1(Cl)C(=O)C(Cl)=C(N2CCN(C)CC2)C1(OC)OC (stereo unspecified),i,-1.6

# Of the compounds above, 3 have a CF3 group:
SMILES,KCNQ2 inh,Kir21 inh
COc1ccc(OC)c(NC(=O)c2cc3n(n2)C(C(F)(F)F)CC(c2ccc4c(c2)OCO4)N3)c1 (stereo unspecified),i,0.45
COc1ccc(C2CC(C(F)(F)F)n3nc(C(=O)Nc4c(C)n(C)n(-c5ccccc5)c4=O)c(Cl)c3N2)cc1 (stereo unspecified),i,0.88
COc1ccc(C(=O)OC(C)C(=O)Nc2cc(C(F)(F)F)ccc2Cl)c(OC)c1OC (stereo unspecified),i,-0.11

# The listing continues.
SMILES,KCNQ2 inh,Kir21 inh
CN(C)CCCN(C(=O)c1ccco1)c1nc2ccc(Cl)cc2s1,i,0.08
Cc1cc(NNC(=O)c2ccccc2)nc(NNC(=O)c2ccccc2)n1,i,-1.1
COc1cc(OC)c(S(=O)(=O)Nc2ccccc2C(=O)O)cc1S(=O)(=O)Nc1ccccc1C(=O)O,i,0.12
CCOc1ccc(/C=N/NC(=O)c2ccoc2C)cc1OC,i,-1.2
CCC(C)(C)NC(=O)C(c1cccn1C)N(C(=O)Cn1nnc2ccccc21)c1ccc(OC)cc1 (stereo unspecified),i,-0.92
COc1ccc(OC)c(S(=O)(=O)N2CCCC2C(=O)N2CCc3ccccc3C2)c1 (stereo unspecified),i,-3.6
COc1ccccc1CNS(=O)(=O)c1ccc(C)cc1,i,-1.2
COc1cc(C2C3C(=O)N(Cc4ccccc4)C(=O)C3ON2c2ccccc2)cc(OC)c1O (stereo unspecified),i,0.95
O=C(NCc1cccc(Cl)c1)c1ccc2c(c1)SC1=NS(=O)(=O)CCN12,i,1.3
NC(=O)/C(=C/c1cccnc1)NC(=O)c1ccccc1,i,-0.04
COc1nc(Cl)cn(-c2ccc(Cl)cc2)c1=O,i,-0.01
CNC(=O)NC(=O)COc1c(F)c(F)cc(F)c1F,i,1.4
O=[N+]([O-])c1ccc(N=Nc2c(Cl)cc(O)cc2Cl)cc1,i,-6.9*
Cc1ccccc1NC(=O)c1cc2c(=O)n3cccc(C)c3nc2s1,i,-0.72
O=C(CCCN1C(=O)/C(=C\c2cccs2)SC1=S)Nc1cc([N+](=O)[O-])ccc1O,i,-0.33
COC(=O)NC(NC(=S)Nc1ccc([N+](=O)[O-])cc1)C(Cl)(Cl)Cl (stereo unspecified),i,0
O=C(CNC(=O)c1ccccc1F)NCCc1ccc(Cl)cc1,i,1.5
COC(=O)Cn1c2ccccc2c2nc(C)sc21,i,1.2
COc1cc(S(=O)(=O)NCc2ccncc2)c(OC)cc1C,i,1.2
Cc1ccccc1NC(=O)N1C2CCC1CC(O)(c1cccnc1)C2 (stereo unspecified),i,0.83

# Six entries from above, arranged by molar mass, ascending:
SMILES,KCNQ2 inh,Kir21 inh
CC(NCc1ccc2c(c1)OCO2)C(=O)NC1CCCc2ccccc21 (stereo unspecified),i,-0.21
CCCCCOc1ccc(C(=O)CCC(=O)Nc2ccc(NC(C)=O)cc2)cc1,i,-0.51
CCOc1cc(/C=C/c2ccc3cccc([N+](=O)[O-])c3n2)ccc1OCC(=O)N(C)C,i,0.1
COc1ccccc1NC(=O)N(Cc1ccco1)Cc1cc2cc(C)cc(C)c2[nH]c1=O,-6*,0.65
COc1ccc(OC)c(NC(=O)c2cc3n(n2)C(C(F)(F)F)CC(c2ccc4c(c2)OCO4)N3)c1 (stereo unspecified),i,0.45
O=C(Cc1ccc(-n2c(=O)c3sccc3n(CC(=O)Nc3ccccc3F)c2=O)cc1)NCc1ccco1,i,0.99

# Going on with the list.
SMILES,KCNQ2 inh,Kir21 inh
CC(C)OC(=O)CSc1nc(N)c(C#N)cc1C#N,i,-0.78
CCN1CCCC1CNC(=O)c1cn(CC)c2ccc(S(=O)(=O)N3CCCCCC3)cc2c1=O (stereo unspecified),i,-0.23
COC(=O)c1cc(NS(=O)(=O)c2ccc(OC)c(OC)c2)ccc1Cl,i,-1.6
CN(C)C(=O)Nc1ccccc1,i,-0.01
Cc1cccc(N2CCN(C(=O)c3ccc(-n4cncn4)c([N+](=O)[O-])c3)CC2)c1C,i,0.11
Cc1ccc(-c2nc(NC(=O)CSc3nnc(C)s3)ns2)cc1,i,0.95
O=C(O)CN1C(=O)CNC1=O,i,0.02
Cc1ccccc1NC(=O)C(C)OC(=O)c1ccccc1C(=O)N(C)c1ccccc1 (stereo unspecified),i,0.07
Cc1ccc(Cl)c2sc(N3CCN(C(=O)c4ccco4)CC3)nc12,i,0
CCN(CC)N=Nc1ccc(S(=O)(=O)Nc2c(C)n(C)n(-c3ccccc3)c2=O)cc1,i,-0.49
CCOC(=O)N1CCN(C(=O)CCc2cc(OC)c(OC)c(OC)c2)CC1,i,0.37
NS(=O)(=O)c1ccc(CNC(=O)c2cccnc2Cl)cc1,i,1.5
O=S(=O)(NCCc1ccccc1)c1ccc(Cl)nc1,i,2
COC(=O)c1c(C(=O)NCc2ccccc2)ncn1CC(O)COc1ccccc1 (stereo unspecified),i,-1.7
Cc1cc(C)cc(-n2ncc3c2CCCC3NC(=O)c2cc(C)[nH]n2)c1 (stereo unspecified),i,0.13
O=C(Nc1nc(-c2ccccc2)c(C(=O)c2ccccc2)s1)c1ccc(S(=O)(=O)N2CCCCC2)cc1,i,-0.19

# Entries above marked active in KCNQ2 inh.
SMILES,KCNQ2 inh,Kir21 inh
COc1ccccc1NC(=O)N(Cc1ccco1)Cc1cc2cc(C)cc(C)c2[nH]c1=O,-6*,0.65
